# Source: PubChem
# mABHD4 FP: inhibits mouse alpha/beta hydrolase domain 4. Q8VD66. purified mABHD4, FP-Rh probe fluorescence polarization. inhibition, % at 8.92 µM. 370,000 compounds, 0.54% hits. AID 720543;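 active = inhibition exceeding the mean over every tested compound plus 3 SD, cut at about 30% in these data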;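 also: 0% = plate median of compound wells and 100% = S159A mutant with DMSO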
#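 System: mouse ABHD4 enzyme, wild type / Medium: HEPES pH 7.0, NaCl, Pluronic buffer / Reagent: FP-Rh activity-based fluorescent probe / Control set: S159A mutant high control, sample median low control / Detection: fluorescence polarization with parallel and perpendicular emission, 525/598 nm / Schedule: 45 min + 60 min at 25 °C / Compound dosing: 8.92 µM, single dose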
# TCR-CD3 inh: human TCR-CD3 binding inhibition | TAMRA-labeled TCR probe fluorescence, biochemical | inhibition, % at 9.4 µM | 360,000 compounds, 0.37% hits; in the data active = inhibition above about 19%;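 also: recombinant mutant TCR 2C K166C tagged with TAMRA read by polarization; 0% = receptor in buffer alone and 100% = receptor with positive control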
# PRMT1 FP inh: inhibitors of human PRMT1; recombinant PRMT1, activity-based probe fluorescence polarization; inhibition, % at 2.79 µM; 370,000 compounds, 1.3% hits; AID 652257; Q99873;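 active = inhibition above about 21% made by adding two undisclosed values, limit read from the data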
# LEDGF integ inh: blocks HIV-1 LEDGF/p75-dependent DNA integration. TR-FRET IN-LEDGF/p75 DNA integration, Eu/Cy5. inhibition, % at 3.7 µM. 370,000 compounds, 0.64% hits. AID 743269;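 active = inhibition above the screen-wide mean plus 3 SD, cut at about 13% in these data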;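 also: signal is the Cy5 over europium emission ratio at 671 and 618 nm; 0% = plate median of compound wells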
# Rev-erbA mod: Rev-erb alpha (human) modulation | P20393 | AID 1259318 | Rev-erbα–FITC-DNA binding, fluorescence polarization, 90 min | 370,000 compounds, 0.79% hits | activity, % at 10 µM;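 active = activity above about 14%, limit read from the data; passing the limit was not always enough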;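 also: 0% = DMSO wells with 35 nM protein and 100% = DMSO wells with 750 nM protein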
# Target sequence (P20393 whole entry, looked up): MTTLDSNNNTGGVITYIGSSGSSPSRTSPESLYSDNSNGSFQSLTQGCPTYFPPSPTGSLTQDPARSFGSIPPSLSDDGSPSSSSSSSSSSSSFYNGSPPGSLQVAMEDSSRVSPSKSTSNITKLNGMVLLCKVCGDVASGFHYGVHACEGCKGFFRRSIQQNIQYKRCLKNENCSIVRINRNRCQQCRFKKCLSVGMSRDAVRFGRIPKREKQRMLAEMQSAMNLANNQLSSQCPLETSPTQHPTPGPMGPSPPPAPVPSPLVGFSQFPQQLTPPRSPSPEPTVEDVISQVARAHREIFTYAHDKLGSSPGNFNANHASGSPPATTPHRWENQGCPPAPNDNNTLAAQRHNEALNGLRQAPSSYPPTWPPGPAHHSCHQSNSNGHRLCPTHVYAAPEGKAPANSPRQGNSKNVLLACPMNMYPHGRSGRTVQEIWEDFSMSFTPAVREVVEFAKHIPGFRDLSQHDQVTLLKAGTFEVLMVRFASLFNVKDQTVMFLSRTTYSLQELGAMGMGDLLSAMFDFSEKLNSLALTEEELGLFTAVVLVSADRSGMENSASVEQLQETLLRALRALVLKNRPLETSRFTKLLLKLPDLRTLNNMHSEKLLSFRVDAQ
# PG9 binder: binds the HIV-1 gp120 antibody PG9 | 360,000 compounds, 0.43% hits | inhibition, % at 6.7 µM | TR-FRET gp120-PG9 antibody binding; in the data active = inhibition above about 8.5%
# UHRF1 MBD2 ctr: blocks human UHRF1 binding to methylated DNA; UHRF1 binding to methylated oligo, TR-FRET; Q96T88; 370,000 compounds, 0.75% hits; inhibition, % at 4.4 µM; in the data active = inhibition above about 21%;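 also: UHRF1 SRA domain binding a hemimethylated CpG hairpin DNA probe; 0% = median of test compound wells and 100% = reference inhibitor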
# rCAG binder: r(CAG) repeat RNA binding; 370,000 compounds, 1.3% hits; TO-PRO-1 dye displacement fluorescence; AID 651821; inhibition, % at 3 µM;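 active = inhibition above the plate cutoff, the mean of all test compounds on that plate plus 3 SD, cut at about 35% in these data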;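 also: 0% = DMSO alone and 100% = 100 µM mitoxantrone as full dye displacement; higher means more dye released from RNA so lower well fluorescence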
# MBD2 DNA inh: MBD2-methylated oligo binding inhibition; 370,000 compounds, 0.31% hits; inhibition, % at 4.4 µM; Q9UBB5; TR-FRET, MBD2 binding to methylated oligonucleotide; in the data active = inhibition above about 13%
# Target sequence (Q9UBB5 whole entry, looked up): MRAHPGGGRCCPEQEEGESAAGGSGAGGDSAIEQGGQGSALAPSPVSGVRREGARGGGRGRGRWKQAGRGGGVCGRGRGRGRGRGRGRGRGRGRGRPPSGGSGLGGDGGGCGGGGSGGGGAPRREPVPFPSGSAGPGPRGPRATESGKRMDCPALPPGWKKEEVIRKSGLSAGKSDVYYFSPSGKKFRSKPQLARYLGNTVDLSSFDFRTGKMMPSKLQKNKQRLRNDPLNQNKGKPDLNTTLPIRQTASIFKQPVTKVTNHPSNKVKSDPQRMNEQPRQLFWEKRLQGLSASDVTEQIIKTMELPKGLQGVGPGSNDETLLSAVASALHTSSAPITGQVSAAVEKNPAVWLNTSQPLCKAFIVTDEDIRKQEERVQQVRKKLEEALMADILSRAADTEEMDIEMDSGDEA
# HTRA1 inhibitor: HTRA1 (human) protease inhibition; inhibition, % at 5.96 µM; recombinant HTRA1, FP-rhodamine activity-based probe, fluorescence polarization; 340,000 compounds, 0.5% hits; in the data active = inhibition above about 36%;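 also: 0% = enzyme with DMSO and 100% = wells lacking enzyme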
# Active calls of the source: *; x = no result given. These rows are one share of the data (hit frequency here may not be typical).
cpd	SMILES	mABHD4 FP	TCR-CD3 inh	PRMT1 FP inh	LEDGF integ inh	Rev-erbA mod
1	Cc1ccc(S(=O)(=O)N2CCN(c3nc4ccccc4nc3-n3nc(C)cc3C)CC2)cc1	1	1	2	-4	4
2	Cc1cc(C)cc(NC(=O)CSc2ccc(-c3ccco3)nn2)c1	-9	3	9	-4	-2
3	COC(=O)Nc1ccc2ncn(C)c(=O)c2c1	1	3	-1	2	1
4	CCn1c(=O)cc(SCC(=O)NCc2ccccn2)c2ccccc21	0	-2	-3	4	4
5	CC(=O)Nc1ccc(OC(F)(F)C(F)F)c(NC(C)=O)c1	0	3	2	-4	0
6	Cc1cc(C(=O)COc2ccc3ccc(=O)oc3c2)c(C)n1C	-2	2	-3	0	3
7	COc1cccc(C(=O)N(c2ccc(C)cc2)C2C=CS(=O)(=O)C2)c1 (stereo unspecified)	0	1	-3	3	4
8	Cc1cc2nc(C)c(Cl)c(=O)n2[nH]1	-4	4	-2	-1	-12

cpd	PG9 binder	UHRF1 MBD2 ctr	rCAG binder	MBD2 DNA inh	HTRA1 inhibitor
1	-1.4	-1	-1	-4	-3
2	0.3	-1	5	-4	-16
3	3.5	3	3	3	3
4	-3.1	-2	4	0	-3
5	-1.9	-1	1	-5	-6
6	-0.1	-2	-2	-3	-4
7	-2.2	1	-5	-2	3
8	-2.1	-3	0	2	1

# Next records.
cpd	SMILES	mABHD4 FP	TCR-CD3 inh	PRMT1 FP inh	LEDGF integ inh	Rev-erbA mod
9	NC(=O)CC(NC(=O)Cc1cccc2ccccc12)c1ccc(N2CCC(Cc3ccccc3)CC2)c([N+](=O)[O-])c1 (stereo unspecified)	-2	3	-2	-5	-2
10	O=C(NC(n1ccc(=O)[nH]c1=O)C(Cl)(Cl)Cl)C12CC3CC(CC(C3)C1)C2 (stereo unspecified)	0	-1	3	-7	-3
11	CCN(CC)CCN(Cc1cc2cc3c(cc2[nH]c1=O)OCO3)C(=S)NCC1CCCO1 (stereo unspecified)	1	-4	-4	3	7
12	COC(=O)[C@@H]1Cc2c([nH]c3ccccc23)C2CCC(=O)N21 (stereo partly specified)	-12	-16	0	-3	1
13	COc1ccc(NC(=O)c2ccc(Cl)c(S(=O)(=O)N3CC(C)OC(C)C3)c2)cn1 (stereo unspecified)	-4	-1	5	2	-5
14	CCOC(=O)C1=C(C)N(CCCC(=O)O)C(=O)NC1c1ccc(Cl)cc1 (stereo unspecified)	2	0	1	1	-1
15	O=C(CSC1=NCCS1)Nc1cccc(F)c1	2	-1	16	-9	4
16	CC1(C)CC2CC(C)(CN2C(=O)c2ccccc2)C1 (stereo unspecified)	2	4	0	0	-2

cpd	PG9 binder	UHRF1 MBD2 ctr	rCAG binder	MBD2 DNA inh	HTRA1 inhibitor
9	0.3	-3	8	0	2
10	0.3	2	-1	3	-7
11	1.1	-3	-4	-4	0
12	-0.9	-3	17	-2	-7
13	-1.4	9	0	-3	2
14	-0.3	-2	10	-1	-2
15	-2.5	0	-3	-1	-2
16	-1.0	-2	-5	2	1

# The listing continues.
cpd	SMILES	mABHD4 FP	TCR-CD3 inh	PRMT1 FP inh	LEDGF integ inh	Rev-erbA mod
17	CN(Cc1ccccc1)C(=O)CCC1CCN(S(C)(=O)=O)CC1	3	-2	-1	3	-2
18	CCOc1ccccc1C(=O)NCC(=O)NNC(=O)CN(C)S(=O)(=O)c1ccc(Cl)cc1	1	0	0	3	1
19	O=C(NC(=S)NC1CC1)c1cccnc1	0	4	-3	-1	-6
20	CSc1ccc(CN(C)CC(=O)NCCc2ccccc2)cc1	-2	1	-6	2	2
21	Cn1c(=O)c2c(nc(NC3CCCCC3)n2Cc2ccccc2)n(C)c1=O	-1	-4	7	5	4
22	Nc1nn(-c2ccccc2)c(N)c1N=Nc1ccccc1F	-2	-7	0	-3	6
23	CC(C)(C)c1ccc(OC(=O)Cn2c(C(F)(F)F)nc3ccccc32)cc1	-19	3	0	2	-3
24	Cc1cccc(OCC(=O)N(Cc2cccs2)C2CCS(=O)(=O)C2)c1C (stereo unspecified)	-6	-5	0	2	3

cpd	PG9 binder	UHRF1 MBD2 ctr	rCAG binder	MBD2 DNA inh	HTRA1 inhibitor
17	-2.0	2	-6	-5	4
18	-1.0	1	-1	0	3
19	-2.3	-2	-4	-2	3
20	-2.2	2	-3	-5	-9
21	-0.3	7	-1	8	6
22	-5.8	-2	1	0	-3
23	0.6	4	2	8	4
24	2.0	-1	-3	-6	0

# 2 of the compounds above, with values under each structure.
# Second line of a record – mABHD4 FP, TCR-CD3 inh, PRMT1 FP inh, LEDGF integ inh, Rev-erbA mod, PG9 binder, UHRF1 MBD2 ctr, rCAG binder, MBD2 DNA inh, HTRA1 inhibitor
18: CCOc1ccccc1C(=O)NCC(=O)NNC(=O)CN(C)S(=O)(=O)c1ccc(Cl)cc1
→ 1, 0, 0, 3, 1, -1.0, 1, -1, 0, 3
19: O=C(NC(=S)NC1CC1)c1cccnc1
→ 0, 4, -3, -1, -6, -2.3, -2, -4, -2, 3

# Further results follow.
cpd	SMILES	mABHD4 FP	TCR-CD3 inh	PRMT1 FP inh	LEDGF integ inh	Rev-erbA mod
25	CCOC(=O)C1CCN(S(=O)(=O)c2ccc3[nH]c(=O)c(=O)[nH]c3c2)CC1	1	7	1	1	-8
26	Cc1ccc2oc(=O)c(/C=C(\O)c3sc(C)nc3C)nc2c1	11	-7	4	-1	2
27	O=C(O)[C@H]1CCCC[C@H]1C(=O)Nc1cc([N+](=O)[O-])ccc1F	4	-1	0	0	-4
28	Cn1nc(C(=O)OCC(=O)N2CCc3ccccc32)c2ccccc2c1=O	2	5	-1	1	10
29	O=C1OC2CCC1(c1ccccc1)C2 (stereo unspecified)	6	-5	6	6	4
30	Cc1onc(-c2ccccc2)c1C(=O)N1CCN(c2ncccn2)CC1	1	3	0	1	-1
31	O=[N+]([O-])c1ccc(N2CCOCC2)cc1NCc1ccccc1	4	-5	-2	-4	4
32	O=C(COc1coc(CN2CCCc3ccccc32)cc1=O)Nc1ccc([N+](=O)[O-])cc1	0	-3	6	-4	-8

cpd	PG9 binder	UHRF1 MBD2 ctr	rCAG binder	MBD2 DNA inh	HTRA1 inhibitor
25	0.7	0	4	1	5
26	-2.1	0	2	-2	4
27	-1.0	0	1	6	-3
28	-0.7	0	0	-2	2
29	1.1	0	2	-1	0
30	1.1	0	1	6	-3
31	-1.1	1	0	-1	-20
32	1.5	-2	13	1	-1

# Compounds listed so far that have an aryl thioether with sulfur outside any ring, in the order listed:
cpd	SMILES	mABHD4 FP	TCR-CD3 inh	PRMT1 FP inh	LEDGF integ inh	Rev-erbA mod
2	Cc1cc(C)cc(NC(=O)CSc2ccc(-c3ccco3)nn2)c1	-9	3	9	-4	-2
4	CCn1c(=O)cc(SCC(=O)NCc2ccccn2)c2ccccc21	0	-2	-3	4	4
20	CSc1ccc(CN(C)CC(=O)NCCc2ccccc2)cc1	-2	1	-6	2	2

cpd	PG9 binder	UHRF1 MBD2 ctr	rCAG binder	MBD2 DNA inh	HTRA1 inhibitor
2	0.3	-1	5	-4	-16
4	-3.1	-2	4	0	-3
20	-2.2	2	-3	-5	-9

# Remaining list, next part:
cpd	SMILES	mABHD4 FP	TCR-CD3 inh	PRMT1 FP inh	LEDGF integ inh	Rev-erbA mod
33	CC(C)CSc1nnc2c3ccccc3n(C)c2n1	-5	2	1	7	20*
34	Cc1nc(N)nc(N)c1CCCc1ccc(Cl)c(Cl)c1	11	-9	1	-1	6
35	COc1ccc(C)cc1NC(=O)CN1CCCC1c1ccc2c(c1)OCCCO2 (stereo unspecified)	7	5	-2	-1	13
36	CCc1ccc(C(=O)Nc2ccc(OC)c(S(=O)(=O)N3CCCCC3)c2)cc1	-10	-5	0	-3	-4
37	COc1ccc(COc2ccc(C3C(S(=O)(=O)c4ccccc4)CON3C)cc2OC)cc1 (stereo unspecified)	0	1	-3	8	-4
38	Cc1cccc(C)c1NC(=O)C(c1ccccc1)N1CCC1=O (stereo unspecified)	0	0	-1	0	-3
39	COc1cc(CNc2ncn[nH]2)cc(Br)c1OC	0	8	-4	2	3
40	Cc1ccc(NC(=O)CCN2C(=O)C3CCCCC3C2=O)cc1[N+](=O)[O-] (stereo unspecified)	-3	-1	0	1	2

cpd	PG9 binder	UHRF1 MBD2 ctr	rCAG binder	MBD2 DNA inh	HTRA1 inhibitor
33	-2.9	-5	1	-1	-6
34	0.2	0	12	-2	-12
35	-1.6	0	3	-2	-17
36	-0.4	0	3	0	-31
37	-1.1	1	-3	4	0
38	-0.9	-1	0	0	-4
39	-0.1	1	-3	5	1
40	-0.5	0	0	-6	0

# (listing goes on)
cpd	SMILES	mABHD4 FP	TCR-CD3 inh	PRMT1 FP inh	LEDGF integ inh	Rev-erbA mod
41	COc1cc(C(c2c(C(=O)O)[nH]c3ccccc23)c2c(C(=O)O)[nH]c3ccccc23)ccc1OCc1ccccc1	50*	1	-1	4	-1
42	CC(NC(=O)c1cccc(S(=O)(=O)N2CCc3ccccc3C2)c1)c1ccco1 (stereo unspecified)	-7	-1	1	-2	-4
43	CCn1c(C)nc2cc(OC)ccc21	-6	2	-2	4	1
44	CCOC1CCCc2oc(-c3ccc(N(C)C)cc3)c(C(=O)OC)c21 (stereo unspecified)	12	8	1	3	-2
45	COC1C=COC2(C)Oc3c(C)c(O)c4c(O)c(c(CN5CCN(C)CC5)c(O)c4c3C2=O)NC(=O)C(C)=CC=CC(C)C(O)C(C)C(O)C(C)C(OC(C)=O)C1C (stereo unspecified)	27	1	8	6	4
46	CC(C)CC(N)c1csc(Nc2ccc(C(=O)c3ccccc3)cc2)n1 (stereo unspecified)	24	6	1	5	-7
47	CC(C)c1cc(C(=O)Nc2cccc(C(F)(F)F)c2)no1	-12	2	0	0	-2
48	O=C(N1CCOCC1)N1CCCN(C(=O)N2CCOCC2)CC1	-16	0	3	-4	-2
49	CSc1ccc(CN(C)CC(=O)Nc2cccc(Br)c2)cc1	-5	0	2	-3	7
50	Cc1cc2oc(=O)cc(CN(C)Cc3ccccc3F)c2cc1Cl	-2	-11	4	-5	-1

cpd	PG9 binder	UHRF1 MBD2 ctr	rCAG binder	MBD2 DNA inh	HTRA1 inhibitor
41	-1.1	-2	94*	-1	20
42	0.1	2	2	0	11
43	1.4	3	4	-4	11
44	1.3	-2	1	-3	x
45	-8.8	-8	37*	-14	35
46	-1.4	-1	16	-1	x
47	-0.7	1	-6	2	-4
48	2.0	7	7	8	-1
49	-0.4	3	1	-2	-20
50	0.8	0	3	2	-8
